TAAR1 ag: human TAAR1 agonists, primary screen, Fluo-8 calcium fluorescence, CHO RD-HGA16 cells | vehicle wells 0%, saturating PEA agonist 100% | activation, % at 3 µM | hit rate 0.99% among 360,000 | AID 624467, 2012;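 active = activation above the mean activation of all test compounds in the run plus 3 SD, cut at about 38% in these data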
Target sequence (Q96RJ0 whole entry, looked up): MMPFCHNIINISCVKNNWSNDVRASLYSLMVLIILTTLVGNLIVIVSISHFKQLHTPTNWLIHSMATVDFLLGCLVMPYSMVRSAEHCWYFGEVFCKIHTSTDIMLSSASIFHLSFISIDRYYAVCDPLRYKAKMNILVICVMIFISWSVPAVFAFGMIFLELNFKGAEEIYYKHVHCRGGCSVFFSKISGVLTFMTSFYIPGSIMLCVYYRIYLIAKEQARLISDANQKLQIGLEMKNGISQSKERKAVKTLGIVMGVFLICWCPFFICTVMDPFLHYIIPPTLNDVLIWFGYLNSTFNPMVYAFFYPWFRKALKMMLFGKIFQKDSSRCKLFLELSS
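Assay system – CHO-derived RD-HGA16 cells with stable Gα16 and human TAAR1 · Compound dosing – one-point dosing at 3 µM (nominal) · Incubation – 17-24 h seeding, 75 min 37 °C dye, 30 min RT · Measured by – kinetic Fluo-8 calcium fluorescence · Control set – DMSO vehicle as 0%, PEA at EC100 as 100% · Repeats – single well for each compound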
CHRM5 agonist: human M5 muscarinic receptor agonists, primary screen, CHO-K1 cells, Fluo-8 calcium fluorescence. hit rate 0.19% among 360,000. AID 624037, 2012. activation, % at 3 µM. Muscarinic acetylcholine receptor M5 (Homo sapiens), P08912. CHO-K1 hM5 cells; 0% DMSO wells, 100% maximal acetylcholine response;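 active = activation above the run's mean over test compounds plus 3 SD, cut at about 23% in these data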;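 note: signal is peak over basal fluorescence ratio across the kinetic read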
CHO-K1 Ca PAM: nonselective calcium activators in parental CHO-K1 cells, primary screen, counter-screen for M1 PAM project, cell-based, Fluo-8 calcium fluorescence, full deck, 1536-well | hit rate 0.02% among 360,000 | activation, % at 3 µM | ATP EC20; 0% at ATP EC20, 100% at ATP max | AID 602247, 2012;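 active = activation above the run cutoff, the mean activation of all test compounds plus 3 SD, cut at about 40% in these data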;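 note: peak over basal fluorescence ratio in a 140 s read after ATP addition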
CRFBP-R2 agonist: agonists of CRF-BP/CRF-R2 complex, primary screen, cell-based, HEK293, calcium dye fluorescence, uHTS; CRF-binding protein / CRF receptor 2 complex (human); calcium dye fluorescence (FLIPR); percent of saturating CRF peptide response; activation, % at 13.2 µM; hit rate 0.46% among 350,000;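 active = activation of at least 50%, plus an integration ratio under a set limit after plate pattern correction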;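 note: plate controls were neutral control wells without compound for no effect and CRF at EC100 for full effect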
M5 antag: human M5 muscarinic receptor antagonists, primary screen, CHO cells, Fluo-8 calcium fluorescence. AID 624040, 2012. inhibition, % at 3 µM. CHO-hM5 cells, ACh EC80. hit rate 0.59% among 360,000;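 active = inhibition above a per-plate cutoff, the mean of that plate's test compounds plus 3 SD, cut at about 27% in these data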;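 note: 0% = acetylcholine EC80 with DMSO and 100% = DMSO without agonist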
CHRM4 PAM: human M4 muscarinic receptor positive allosteric modulators, primary screen, CHO-K1 cells, Fluo-8 calcium fluorescence; activation, % at 3 µM; Muscarinic acetylcholine receptor M4 (Homo sapiens), P08173; CHO-K1 hM4/Gqi5, ACh EC20; 0% = ACh EC20, 100% = maximal ACh; hit rate 0.4% among 360,000;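 active = activation above its plate's cutoff, the mean activation of sample wells plus 3 SD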; note: some results filed as inactive read as strong as hits
Target sequence (P08173 whole entry, looked up): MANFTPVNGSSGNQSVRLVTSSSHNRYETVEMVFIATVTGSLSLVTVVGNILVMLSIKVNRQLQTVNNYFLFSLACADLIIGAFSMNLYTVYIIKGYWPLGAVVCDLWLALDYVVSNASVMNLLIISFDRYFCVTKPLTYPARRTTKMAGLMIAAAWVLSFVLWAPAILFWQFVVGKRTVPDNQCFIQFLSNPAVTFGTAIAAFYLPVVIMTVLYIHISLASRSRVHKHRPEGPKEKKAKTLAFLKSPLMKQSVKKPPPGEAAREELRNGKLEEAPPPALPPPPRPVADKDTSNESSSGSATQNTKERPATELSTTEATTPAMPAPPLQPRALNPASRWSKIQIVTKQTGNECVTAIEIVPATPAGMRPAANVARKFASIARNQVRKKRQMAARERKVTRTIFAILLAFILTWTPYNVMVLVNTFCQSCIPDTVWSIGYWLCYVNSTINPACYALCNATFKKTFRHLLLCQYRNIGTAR
CHRM5 PAM: human M5 muscarinic receptor positive allosteric modulators, primary screen, CHO-K1 cells, Fluo-8 calcium fluorescence. activation, % at 3 µM. CHO-K1 hM5, ACh EC20 PAM; 0% = ACh EC20, 100% = ACh EC100. AID 624038, 2012. hit rate 0.3% among 360,000;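 active = activation above the run cutoff, the mean activation of all test compounds plus 3 SD, cut at about 18% in these data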
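Assay system: CHO-K1 hM5 cells / Incubation: Fluo-8 loading 80 min at 37 °C plus 30 min room temperature / Technique: Fluo-8 calcium dye fluorescence, kinetic read / Repeats: single replicate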
TAAR1 antag: human TAAR1 antagonists, primary screen, Fluo-8 calcium fluorescence, CHO RD-HGA16 cells; Trace amine-associated receptor 1 (Homo sapiens), Q96RJ0; antagonist; inhibition, % at 3 µM; hit rate 1.5% among 360,000;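 active = inhibition above a per-plate cutoff, the mean inhibition of test compounds on that plate plus 3 SD, cut at about 49% in these data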;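 note: 0% = DMSO plus EC80 beta-PEA response and 100% = DMSO alone without agonist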
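Assay system: CHO-derived RD-HGA16 cells stably expressing human TAAR1 plus Gα16. Timing: 140 s kinetic read after compound, 140 s after agonist. Technique: kinetic Fluo-8 calcium fluorescence measurement. Measure: % inhibition of agonist calcium response.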
CRFBP-R2 block: antagonists of CRF-BP/CRF-R2 complex, primary screen, cell-based, HEK293, calcium dye fluorescence, uHTS | inhibition, % at 11.8 µM | AID 588475, 2011 | hit rate 0.59% among 350,000 | CRF-induced calcium fluorescence;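 active = inhibition of the ligand-induced calcium signal above about 50% at the single tested concentration, limit read from the data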
* marks the source's active call; other numbers are inactive results.

What do the screens show for `CN(C(=O)c1ccncc1)C1CCS(=O)(=O)C1` (stereo unspecified)?
TAAR1 ag: 14; CHRM5 agonist: 1; CHO-K1 Ca PAM: -12; CRFBP-R2 agonist: -2.0; M5 antag: -7; CHRM4 PAM: -4; CHRM5 PAM: 4; TAAR1 antag: -28; CRFBP-R2 block: 1

Results for Cc1ccc(S(=O)(=O)N2CC(C)N(S(C)(=O)=O)C2)cc1 (stereo unspecified) ?
TAAR1 ag: 0; CHRM5 agonist: 0; CHO-K1 Ca PAM: 18; CRFBP-R2 agonist: -1.4; M5 antag: -5; CHRM4 PAM: 6; CHRM5 PAM: 8; TAAR1 antag: -2; CRFBP-R2 block: 5

How did O=C(O)c1ccc(NC2=C/C(=N/S(=O)(=O)c3ccccc3)c3ccccc3C2=O)cc1 do in these assays?
TAAR1 ag: 7; CHRM5 agonist: -3; CHO-K1 Ca PAM: -6; CRFBP-R2 agonist: -2.1; M5 antag: 5; CHRM4 PAM: -2; CHRM5 PAM: -4; TAAR1 antag: 29; CRFBP-R2 block: 17

Results for CSCc1ccc(C(=O)Nc2ccc(C(N)=O)cc2)cc1 ?
TAAR1 ag: 5; CHRM5 agonist: 0; CHO-K1 Ca PAM: 9; CRFBP-R2 agonist: 1.4; M5 antag: 5; CHRM4 PAM: 2; CHRM5 PAM: -2; TAAR1 antag: 10; CRFBP-R2 block: 1

Results for COc1ccccc1[N+](=O)[O-] ?
TAAR1 ag: 0; CHRM5 agonist: 1; CHO-K1 Ca PAM: 19; CRFBP-R2 agonist: -0.1; M5 antag: -7; CHRM4 PAM: 8; CHRM5 PAM: 8; TAAR1 antag: 1; CRFBP-R2 block: 15

What do the screens show for `CCOC(=O)c1[nH]c(C)c(/C(C)=N\O)c1C`?
TAAR1 ag: -1; CHRM5 agonist: 3; CHO-K1 Ca PAM: 3; CRFBP-R2 agonist: -2.0; M5 antag: -6; CHRM4 PAM: 4; CHRM5 PAM: 9; TAAR1 antag: -6; CRFBP-R2 block: 29

How did Cc1nc2c(nnn2Cc2ccccc2)c(=O)[nH]1 do in these assays?
TAAR1 ag: 13; CHRM5 agonist: -1; CHO-K1 Ca PAM: -13; CRFBP-R2 agonist: 3.9; M5 antag: 7; CHRM4 PAM: -6; CHRM5 PAM: -6; TAAR1 antag: 3; CRFBP-R2 block: -11

How did O=C(c1ccc2c(=O)n(C3CCCC3)c(=S)[nH]c2c1)N1CCN(C2CCCCC2)CC1 do in these assays?
TAAR1 ag: 1; CHRM5 agonist: -2; CHO-K1 Ca PAM: 18; CRFBP-R2 agonist: 0.1; M5 antag: -1; CHRM4 PAM: 10; CHRM5 PAM: 0; TAAR1 antag: -7; CRFBP-R2 block: -41

What do the screens show for `NC(=O)C(c1ccc(Cl)cc1Cl)c1ncc(C(F)(F)F)cc1Cl` (stereo unspecified)?
TAAR1 ag: 8; CHRM5 agonist: -2; CHO-K1 Ca PAM: 4; CRFBP-R2 agonist: 0.5; M5 antag: 1; CHRM4 PAM: 3; CHRM5 PAM: -5; TAAR1 antag: 12; CRFBP-R2 block: -4

How did NC(=O)c1ccc(NC(=O)CN2C(=O)NC(c3ccccc3)(c3ccccc3)C2=O)cc1 do in these assays?
TAAR1 ag: -1; CHRM5 agonist: -3; CHO-K1 Ca PAM: -8; CRFBP-R2 agonist: -1.7; M5 antag: 8; CHRM4 PAM: -1; CHRM5 PAM: 0; TAAR1 antag: -9; CRFBP-R2 block: -2

What do the screens show for `O=C(c1ccco1)N1CCN(C(c2ccccc2)c2nnnn2C2CCCC2)CC1` (stereo unspecified)?
TAAR1 ag: 2; CHRM5 agonist: -3; CHO-K1 Ca PAM: 7; CRFBP-R2 agonist: -3.6; M5 antag: -2; CHRM4 PAM: 1; CHRM5 PAM: -3; TAAR1 antag: 4; CRFBP-R2 block: 31

What do the screens show for `COc1ccc(CCN(C(=O)C(F)(F)F)C(C(=O)NC2CCCC2)c2cccs2)cc1` (stereo unspecified)?
TAAR1 ag: 10; CHRM5 agonist: -6; CHO-K1 Ca PAM: 18; CRFBP-R2 agonist: 4.0; M5 antag: 11; CHRM4 PAM: -11; CHRM5 PAM: -9; TAAR1 antag: -3; CRFBP-R2 block: -10

What do the screens show for `Cc1nnc(NC(=O)C(C)Sc2nnc(CNC(=O)c3ccccc3F)n2C)s1` (stereo unspecified)?
TAAR1 ag: 1; CHRM5 agonist: 0; CHO-K1 Ca PAM: -19; CRFBP-R2 agonist: 0.5; M5 antag: 8; CHRM4 PAM: 5; CHRM5 PAM: -9; TAAR1 antag: -2; CRFBP-R2 block: -3

How did CCc1ccc(C2NC(=S)NC3=C2C(=O)CC(C)(C)C3)cc1 (stereo unspecified) do in these assays?
TAAR1 ag: 3; CHRM5 agonist: -6; CHO-K1 Ca PAM: 18; CRFBP-R2 agonist: -0.1; M5 antag: -2; CHRM4 PAM: 2; CHRM5 PAM: 2; TAAR1 antag: -1; CRFBP-R2 block: -10

How did COc1ccc(OC)c(/C=N/NC(=O)CC(=O)NCc2ccccc2)c1 do in these assays?
TAAR1 ag: 1; CHRM5 agonist: -3; CHO-K1 Ca PAM: 17; CRFBP-R2 agonist: -2.1; M5 antag: 4; CHRM4 PAM: 6; CHRM5 PAM: 4; TAAR1 antag: -2; CRFBP-R2 block: -7

Results for Cc1ccc(S(=O)(=O)CCC(=O)OCC(=O)NNC(=O)c2ccc([N+](=O)[O-])cc2)cc1 ?
TAAR1 ag: 9; CHRM5 agonist: 0; CHO-K1 Ca PAM: 1; CRFBP-R2 agonist: 1.3; M5 antag: 11; CHRM4 PAM: -3; CHRM5 PAM: 2; TAAR1 antag: -7; CRFBP-R2 block: -7

Results for Cc1c(C(C)(C)C)sc(=NC(=O)c2ccccc2O)n1C ?
TAAR1 ag: 3; CHRM5 agonist: 0; CHO-K1 Ca PAM: 2; CRFBP-R2 agonist: -0.4; M5 antag: 15; CHRM4 PAM: -5; CHRM5 PAM: -4; TAAR1 antag: 11; CRFBP-R2 block: -28

What do the screens show for `CC(=O)c1ccc(OCCCC(=O)Nc2ccc(C)c(S(=O)(=O)N3CCOCC3)c2)cc1`?
TAAR1 ag: 7; CHRM5 agonist: 0; CHO-K1 Ca PAM: -5; CRFBP-R2 agonist: -0.6; M5 antag: 8; CHRM4 PAM: -5; CHRM5 PAM: -2; TAAR1 antag: 0; CRFBP-R2 block: 3

Results for O=C(Nc1cccc(C(F)(F)F)c1)N1CCN(C(=O)Nc2cccc(C(F)(F)F)c2)CC1 ?
TAAR1 ag: 10; CHRM5 agonist: 6; CHO-K1 Ca PAM: 2; CRFBP-R2 agonist: -1.3; M5 antag: 7; CHRM4 PAM: 8; CHRM5 PAM: -4; TAAR1 antag: 3; CRFBP-R2 block: 11

How did O=C(Cc1c(F)cccc1Cl)N1CCN(S(=O)(=O)c2cccc(F)c2)CC1 do in these assays?
TAAR1 ag: 4; CHRM5 agonist: 1; CHO-K1 Ca PAM: -6; CRFBP-R2 agonist: 0.0; M5 antag: 8; CHRM4 PAM: 6; CHRM5 PAM: -1; TAAR1 antag: -18; CRFBP-R2 block: 23

How did COCCC(=O)N1CCC(Oc2ccc(C(=O)NC3Cc4ccccc4C3)cc2)CC1 do in these assays?
TAAR1 ag: 8; CHRM5 agonist: -1; CHO-K1 Ca PAM: -11; CRFBP-R2 agonist: -0.6; M5 antag: 6; CHRM4 PAM: -5; CHRM5 PAM: -2; TAAR1 antag: -29; CRFBP-R2 block: 8

How did Nc1ccn([C@@H]2O[C@H](CNC(=O)[C@@H](N)CSCc3ccccc3)[C@@H](O)[C@H]2O)c(=O)n1 do in these assays?
TAAR1 ag: 4; CHRM5 agonist: 1; CHO-K1 Ca PAM: -11; CRFBP-R2 agonist: -1.9; M5 antag: -5; CHRM4 PAM: 11; CHRM5 PAM: 5; TAAR1 antag: -6; CRFBP-R2 block: 40

What do the screens show for `COc1ccc(/C=N/Nc2nncn2N)cc1Br`?
TAAR1 ag: 15; CHRM5 agonist: -3; CHO-K1 Ca PAM: -4; CRFBP-R2 agonist: -0.7; M5 antag: 9; CHRM4 PAM: -3; CHRM5 PAM: -8; TAAR1 antag: 2; CRFBP-R2 block: 1

How did O=c1[nH]c(CN2CCN(c3ccccc3)CC2)nc2ccccc12 do in these assays?
TAAR1 ag: 7; CHRM5 agonist: 1; CHO-K1 Ca PAM: -6; CRFBP-R2 agonist: -3.3; M5 antag: -6; CHRM4 PAM: -1; CHRM5 PAM: 6; TAAR1 antag: -8; CRFBP-R2 block: -9

How did CCc1nnc(NC(=O)CSc2ccc(-c3ccco3)nn2)s1 do in these assays?
TAAR1 ag: 0; CHRM5 agonist: 3; CHO-K1 Ca PAM: -18; CRFBP-R2 agonist: 1.6; M5 antag: 4; CHRM4 PAM: -5; CHRM5 PAM: 4; TAAR1 antag: 9; CRFBP-R2 block: -1

What do the screens show for `O=C(NC(NC1CCS(=O)(=O)C1)C(Cl)(Cl)Cl)c1cccc(Cl)c1` (stereo unspecified)?
TAAR1 ag: 10; CHRM5 agonist: 0; CHO-K1 Ca PAM: -4; CRFBP-R2 agonist: 1.3; M5 antag: -7; CHRM4 PAM: 16; CHRM5 PAM: 7; TAAR1 antag: 5; CRFBP-R2 block: 8

What do the screens show for `COCC1CCN(C(=O)C2CCC(=O)N(Cc3cccc(F)c3)C2)CC1` (stereo unspecified)?
TAAR1 ag: 1; CHRM5 agonist: -3; CHO-K1 Ca PAM: 17; CRFBP-R2 agonist: 7.5; M5 antag: 10; CHRM4 PAM: 2; CHRM5 PAM: -9; TAAR1 antag: -17; CRFBP-R2 block: -13

How did O=C(NCCN1CCOCC1)c1ccc2ccccc2n1 do in these assays?
CHRM5 agonist: 1; CHO-K1 Ca PAM: 14; CRFBP-R2 agonist: 0.9; M5 antag: -7; CHRM4 PAM: 9; CHRM5 PAM: 2; CRFBP-R2 block: -1

Structural class, the entries above containing a furan ring, fused or not (two)
What do the screens show for `O=C(c1ccco1)N1CCN(C(c2ccccc2)c2nnnn2C2CCCC2)CC1` (stereo unspecified)?
TAAR1 ag: 2; CHRM5 agonist: -3; CHO-K1 Ca PAM: 7; CRFBP-R2 agonist: -3.6; M5 antag: -2; CHRM4 PAM: 1; CHRM5 PAM: -3; TAAR1 antag: 4; CRFBP-R2 block: 31

How did CCc1nnc(NC(=O)CSc2ccc(-c3ccco3)nn2)s1 do in these assays?
TAAR1 ag: 0; CHRM5 agonist: 3; CHO-K1 Ca PAM: -18; CRFBP-R2 agonist: 1.6; M5 antag: 4; CHRM4 PAM: -5; CHRM5 PAM: 4; TAAR1 antag: 9; CRFBP-R2 block: -1
